Screening data: PubChem, Fisher Drug Discovery Resource Center
mcGAS RapidFire: mouse cGAS inhibition by mass spec; recombinant mouse cGAS, cGAMP by RapidFire MS; inhibition, % at 12.5 µM; 130,000 compounds, 0.18% hits;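 active means inhibition of cGAS enzyme activity at or above 60%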;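 further: enzyme stimulated by 45 bp dsDNA with ATP and GTP substrates; cGAMP share of summed cGAMP plus half ATP and half GTP signals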
Target sequence (Q8C6L5 whole entry, looked up): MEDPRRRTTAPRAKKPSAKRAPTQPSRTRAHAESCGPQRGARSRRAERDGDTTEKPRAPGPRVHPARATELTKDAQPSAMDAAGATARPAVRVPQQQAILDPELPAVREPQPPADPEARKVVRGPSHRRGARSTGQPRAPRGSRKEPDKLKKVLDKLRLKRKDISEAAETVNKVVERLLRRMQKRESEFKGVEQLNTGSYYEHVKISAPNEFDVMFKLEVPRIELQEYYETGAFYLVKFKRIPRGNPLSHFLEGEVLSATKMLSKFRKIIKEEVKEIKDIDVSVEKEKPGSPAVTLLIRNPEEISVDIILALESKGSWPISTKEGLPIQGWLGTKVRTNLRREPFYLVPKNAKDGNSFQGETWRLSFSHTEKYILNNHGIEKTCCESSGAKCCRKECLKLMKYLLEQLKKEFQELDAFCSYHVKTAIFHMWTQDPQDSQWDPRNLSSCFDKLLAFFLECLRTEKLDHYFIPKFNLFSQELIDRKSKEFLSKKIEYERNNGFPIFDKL
Starred values were filed as active, the others as inactive; & = joins results of further samples. The list is partial; the hit share may differ from the screen's.

SMILES	mcGAS RapidFire
CC1(C(=O)N2CCN(C(=O)c3ccco3)CC2)CCN1CCc1ccccc1 (centres undefined)	-9
COc1ccccc1N1CCN(c2ncccc2CNC(=O)c2cnc[nH]2)CC1	-6
Cc1ccc(-c2ccc(=O)n(Cc3ccccc3F)n2)cc1	-9
Cc1cccc(-c2n[nH]c(=S)n2C2CCCCC2)c1	-5
Cc1cnccc1NC(=O)C(C)SCc1ccccc1 (centres undefined)	-5
CCN(C(=O)c1ccc2nc(C)[nH]c2c1)C1CCS(=O)(=O)C1 (centres undefined)	-8
COC(=O)C1=C(O)/C(=C\c2ccc(O)c(C)c2)SC1=Nc1ccccc1OC	-2
CC(=O)NC1=NN(C(C)=O)C2(CCCCC2)S1	-6
O=C(O)c1ccc(CN2CC(c3cccnc3)C2)cc1	-2
O=P1(Nc2ccc(SC(F)F)cc2)C=C(c2ccccc2)OC(c2ccccc2)=C1	-3
COc1ccc(-c2noc(C3CC(C(C)C)=NO3)n2)c(OC)c1 (centres undefined)	-10
O=S(=O)(Nc1ccc(NS(=O)(=O)c2ccc(Cl)cc2)c(Cl)c1)c1ccc(Cl)cc1	47
N#CC1(c2ccccc2)CCN(C(=O)C2CCCCC2C(=O)NCC(c2ccccc2)c2ccccc2)CC1 (centres undefined)	-1
Cc1ccc(CCNC(=O)NC2CCN(CC(F)(F)F)C2=O)cc1 (centres undefined)	-5
Cc1ccc(Nc2nc(-c3ccccc3)nc(Cl)c2N)cc1	-2
CCCCCNC(=O)C1CCN(C(=O)c2oc3ccc(Cl)cc3c2C)CC1	3
Nc1nc(CSc2nncs2)nc(Nc2ccccc2)n1	2
O=C(NC(C1CC1)C1CC1)C1CCN(c2ccc(S(=O)(=O)N3CCOCC3)cc2[N+](=O)[O-])CC1	3
COc1ccccc1-c1ccc(=O)n(CC#N)n1	-8
CON(C)c1nc(NCC(C)C)nc(OCC#N)n1	-11
CC(C)CNC(CC(=O)Nc1ccccc1)C(=O)O (centres undefined)	-2
COC(=O)c1c(-c2ccccc2)c(-c2ccccc2)nn(C)c1=O	7
CN(C)C(=O)Cn1cnc(NC(=O)NCCc2ccccc2F)n1	-12
CN(CCOc1ccccc1)C(=O)c1cc(COc2c(F)cccc2F)on1	-8
O=C(NCc1ccccc1Cl)c1ccc(S(=O)(=O)N2CCCC2)o1	-2

In the list so far, these contain sulfur.
SMILES	mcGAS RapidFire
Cc1cccc(-c2n[nH]c(=S)n2C2CCCCC2)c1	-5
Cc1cnccc1NC(=O)C(C)SCc1ccccc1 (centres undefined)	-5
CCN(C(=O)c1ccc2nc(C)[nH]c2c1)C1CCS(=O)(=O)C1 (centres undefined)	-8
COC(=O)C1=C(O)/C(=C\c2ccc(O)c(C)c2)SC1=Nc1ccccc1OC	-2
CC(=O)NC1=NN(C(C)=O)C2(CCCCC2)S1	-6
O=P1(Nc2ccc(SC(F)F)cc2)C=C(c2ccccc2)OC(c2ccccc2)=C1	-3
O=S(=O)(Nc1ccc(NS(=O)(=O)c2ccc(Cl)cc2)c(Cl)c1)c1ccc(Cl)cc1	47
Nc1nc(CSc2nncs2)nc(Nc2ccccc2)n1	2
O=C(NC(C1CC1)C1CC1)C1CCN(c2ccc(S(=O)(=O)N3CCOCC3)cc2[N+](=O)[O-])CC1	3
O=C(NCc1ccccc1Cl)c1ccc(S(=O)(=O)N2CCCC2)o1	-2

Additional records follow:
SMILES	mcGAS RapidFire
CC(=O)OCC(=O)[C@@]1(O)CC[C@H]2[C@@H]3C[C@H](C)C4=CC(=O)C=C[C@]4(C)[C@H]3[C@@H](O)C[C@@]21C	-15
COc1ccccc1/C=C/C1=NC(=C\c2cccc([N+](=O)[O-])c2)/C(=O)O1	0
Cc1cc(OCC2CN(C(=O)C(C)Oc3ccccc3Cl)CCO2)ccc1Cl (centres undefined)	-6
C=CCNC(=O)CSc1nc2sc3c(c2c(=O)[nH]1)CCCC3	-6
CC(c1ccon1)N(C)C(=O)c1ccc(-c2ccccc2Cl)o1 (centres undefined)	-14
CN(C)c1nc(N)c2c(N)nc3c(cc(O)n3C(=O)NC34CC5CC(CC(C5)C3)C4)c2c1C#N	23
Cc1nnc(-c2cc3ccccc3[nH]2)o1	6
c1cc(-c2cc3ccccc3o2)cc(-n2cnnc2)c1	-12
COc1ccc(-n2c(C)cn3c4c(=O)n(CC(C)=O)c(=O)n(C)c4nc23)c(OC)c1	-8
CC(NC(=O)C1CC2CCCC(C1)C2=O)c1ccc2c(c1)OCCCO2 (centres undefined)	0
Cc1[nH]nc(C2NCCc3[nH]cnc32)c1Cl (centres undefined)	-16
CN1CC(=O)N(CCCC(=O)Nc2ccc(OCc3ccccc3)cc2)C1=O	-1
Cc1ccsc1C(=O)N1CCC1(C)C(=O)NCc1cccc2ccccc12 (centres undefined)	-1
CN1CCN(CC(=O)Nc2ccccc2C2COC(=O)C2=N)CC1 (centres undefined)	-26
CNCc1cc(-c2ccc(OC)c(Cl)c2)ccc1OC	0
COC(=O)[C@@H]1C[C@@H](NC(=O)c2sc(C(C)C)nc2C)CN1C	-44
CCCCN(CC#Cc1ccccc1)C(=O)c1ccoc1	1
COc1ccc(Cl)cc1NC(=O)Cn1nc(C2CC2)c2cnn(-c3ccccc3)c2c1=O	-6
Cc1ccc(NC(=O)CSc2nc(=O)n3cc(Cl)ccc3n2)cc1	-5
Cc1ccc(CNc2cccc(C(=O)NC(C)Cc3cccnc3)c2)s1 (centres undefined)	-12
C#Cc1cccc(NC(=O)CN(C)C(=O)CCc2ccc(OC)c(F)c2)c1	-1
CC(=O)N[C@@H]1C[C@H](Cc2ccccc2)O[C@H](c2cccc3nsnc23)C1	-9
CCOC(=O)c1c(NC(=O)c2cc(C3CC3)on2)sc(C(C)=O)c1C	12
COCCN(CC(N)=O)S(=O)(=O)c1ccc(C)c(C(F)(F)F)c1	1
CN(C)CCC(c1ccc(Cl)cc1)c1ccccn1 (centres undefined)	-5&0

Continuation:
SMILES	mcGAS RapidFire
COCC(NC1CCC2(CCNCC2)CC1)c1ccccn1 (centres undefined)	-14
COc1cccc(C2C(=C(O)c3ccc(F)cc3)C(=O)C(=O)N2CCN(C)C)c1OC (centres undefined)	6
CC1CCC(C(C)C)C(OC(=O)Cn2cnc3c2c(=O)n(C)c(=O)n3C)C1 (centres undefined)	-11
Cc1cc(=O)n2c(n1)NC(N1CCC(Cc3ccccc3)CC1)=NC2c1cccnc1 (centres undefined)	-4
O=C(c1cccc2nccnc12)N1CCC(C(=O)N2CCCC2)CC1	-10
Cc1ccccc1CN1CCN(c2nc3c(c(=O)[nH]c(=O)n3C)n2Cc2ccccc2F)CC1	-8
NC1=NC2CS(=O)(=O)CC2S1 (centres undefined)	3
COC(=O)c1ccc(Cl)cc1OCC(=O)NC1CCS(=O)(=O)C1 (centres undefined)	9
O=C(CNc1cccc2c1OCCO2)Nc1cc(Cl)ccc1F	-8
CC(C)(C)C1CCC2(CC1)Nc1ccccc1C(=O)N2N (centres undefined)	-21
COc1ccc(NC(=O)CSc2ncccc2C(=O)N2CCC(Cc3ccccc3)CC2)cc1OC	-15
O=C(NCc1ccc2c(c1)OCCCO2)c1c(F)cccc1Cl	-11
COCC(=O)N1CCCC1C(=O)Nc1cccc(-c2cc3ccccc3[nH]2)c1 (centres undefined)	-6
CN1CCN(S(=O)(=O)c2ccc3c(c2)Cc2cc(S(=O)(=O)N4CCN(C)CC4)ccc2-3)CC1	45
Cc1nc(N(c2ccccc2)c2ccccc2)sc1C	-13
N=C1C(c2ccccc2)C(=O)CN1CCc1ccc2c(c1)OCCO2 (centres undefined)	-3
CCc1nc(COC(=O)c2cc(Br)c[nH]2)cs1	3
CC1CCC(C)N1c1cc(C(F)(F)F)nc(-c2ccncc2)n1 (centres undefined)	-2
COc1cc2c(cc1NC(=S)NCCN(C)C)oc1ccccc12	-9
CCN1CCCC1CNC(=O)CCC1CCN(CCCC(F)(F)F)CC1 (centres undefined)	-3
CCCC(C)(C)C(=O)N1CCC1(C)C(=O)NS(=O)(=O)c1ccc(C(C)(C)C)cc1 (centres undefined)	-6
Cc1ccc(-c2nnc3c4ccccc4c(C)nn23)cc1S(=O)(=O)N1CCN(CCO)CC1	-2
CC(=O)NCC(=O)NC1CC(C)(C)Cc2nc(N(C)Cc3ccccc3)ncc21 (centres undefined)	4
CN(Cc1c(F)cccc1Cl)C(=O)c1ccc2c(c1)CCC(=O)N2	-1
Cc1ccccc1-n1ncc(C(C)NC(=O)c2ccco2)c1C (centres undefined)	-11&-3

(listing goes on)
SMILES	mcGAS RapidFire
CCOC(=O)N1CCC(NC(=O)c2nn(-c3ccccc3)c3c2CCCCC3)CC1	-30
CC12C(=O)N(Cc3nc(-c4ccccc4)n[nH]3)C(=O)C1[C@H]1C=C[C@@H]2C1 (some centres undefined)	2
Cc1cc(C)cc(-n2nc3c(c2NC(=O)c2ccco2)CSC3)c1	-3
CS(=O)(=O)N1CCC(NC(=O)c2cc(-c3cccs3)nc3ccccc23)CC1	-3
Brc1cccc(-c2nnc(SCc3ncc(-c4ccccc4)o3)o2)c1	-6
COc1ccc(Cl)cc1N1C(=O)CSC1c1ccccn1 (centres undefined)	-4
CC1CCN(C)c2ccccc2N1CCn1cncn1 (centres undefined)	-8
COc1ccc(OCCOCCN2CCc3ccccc3C2)cc1	3
COc1ccc(NC2CC(=O)N(C3CC3)C2=O)cc1 (centres undefined)	-23
Cc1cc(C)n(CCNC(=O)c2cccc3c2NCCC3)c(=O)n1	-3
CC(CCc1ccccc1)NC(=O)C(C)Nc1ccc2c(c1)OCO2 (centres undefined)	4
O=c1[nH]c2ccc(S(=O)(=O)Nc3cnc4ccccc4c3)cc2s1	-11
CN(Cc1cnn(C)c1)C(=O)c1ccc(-n2cccc2)cc1O	-2
Cc1ccc(C(=O)NCC(=O)N2CC(Oc3ccccc3)C2)s1	-8&-4
Cn1ccnc1CNC(=O)c1cc(Cl)cc(Br)c1O	-10
OCc1ccn(-c2c(F)cccc2F)n1	-5
Cc1ccc(NC(=O)CN2CC(=O)Nc3ccccc32)c(Cl)c1	-12
CC(NC(=O)CN(CC(=O)N(C)C)CC(F)(F)F)c1ccc(F)cc1 (centres undefined)	-57
Cc1oc(-c2cc(F)cc(F)c2)nc1CN1CCN(C(=O)c2ccco2)CC1	-5
CC(NC(=O)c1cc(CN2CCOCC2)on1)c1ccccc1-n1cccn1 (centres undefined)	-21
CN(C)CCNc1ncnc2[nH]ncc12	-6
CS(=O)(=O)c1ccc(S(=O)(=O)NC(c2ccc3c(c2)OCCO3)C2CC2)cc1 (centres undefined)	-5
O=C(NCc1ccco1)N1CCc2onc(-c3ccc(C(F)(F)F)cc3)c2C1	1
O=C(OC1CCSC1)C1(c2ccccc2F)CC1 (centres undefined)	-4
C=CCn1c(N2CCN(Cc3ccc(F)cc3)CC2)nc2c1c(=O)[nH]c(=O)n2C	-1

Retrieved one by one from the list above:
SMILES	mcGAS RapidFire
O=C(OC1CCSC1)C1(c2ccccc2F)CC1 (centres undefined)	-4
C=CCn1c(N2CCN(Cc3ccc(F)cc3)CC2)nc2c1c(=O)[nH]c(=O)n2C	-1
Cn1ccnc1CNC(=O)c1cc(Cl)cc(Br)c1O	-10
COc1ccc(Cl)cc1N1C(=O)CSC1c1ccccn1 (centres undefined)	-4
O=C(NCc1ccco1)N1CCc2onc(-c3ccc(C(F)(F)F)cc3)c2C1	1
OCc1ccn(-c2c(F)cccc2F)n1	-5
Brc1cccc(-c2nnc(SCc3ncc(-c4ccccc4)o3)o2)c1	-6

Next part:
SMILES	mcGAS RapidFire
CC(=O)NCC1CCN(Cc2cnc(-c3cccc(C)c3)nc2)C1 (centres undefined)	-24
CN(C)C(=O)c1cc2c(=O)n3ccccc3nc2n1C	-11
C=c1ccccc1=C1NN=C(SCc2nc3c(cnn3C)c(=O)[nH]2)O1	0
COc1ccc(C=C2SC(=S)N(CCCN3CCOCC3)C2=O)cc1	-11
CCCc1nn(C)c(C(=O)NC(C)c2ccccc2)c1Cl (centres undefined)	-11
COc1cccc(NC(=O)N(CC(C)C)CC(O)c2ccc(F)cc2)c1 (centres undefined)	-6
Oc1ccc(C23CCCC2C2(CCCC2)c2ccc(O)cc2O3)c(O)c1 (centres undefined)	-8
CC(=O)N1N=C(c2ccccc2)OC1C(=O)NCCN1C(=O)CSC1=O (centres undefined)	-9
O=c1c2cc3c(=O)n(CC4CCCO4)ccc3nc2ccn1CCN1CCOCC1 (centres undefined)	-1
COc1ccc(CN(C)Cc2nc(-c3cc4c(cc3Cl)OCO4)oc2C)c2cccnc12	-7
O=C1C2C3C=CC(C3)C2C(=O)N1c1ccccc1 (centres undefined)	-4
Cc1cc(C)c(-c2c(O)c3cccc4c3n(c2=O)CCC4)c(C)c1	-22
CCN1C(=O)/C(=C2/SC(c3ccccc3)=C3N=CC(C)=CN32)SC1=S	-10
Cc1noc(C)c1C1CCCN1S(=O)(=O)NCc1ccccc1 (centres undefined)	-57
COc1ccc2nc(C)cc(Oc3ccc(Br)cc3)c2c1	-22
O=c1ccc(-c2ccccc2)nn1Cc1ccccn1	-15
CCOc1ccc(CN2CCNC(=O)C2CC(=O)NCCOC(C)C)cc1 (centres undefined)	-11
CN1CCN(NC(=O)c2ccc(Br)c(S(=O)(=O)N3CCOCC3)c2)CC1	0
COc1ccc(CC(=O)Nn2cnc3c(cnn3C(C)(C)C)c2=O)cc1	0
c1ccc(N=c2scc(-c3ccccc3)n2CC2CCCO2)cc1 (centres undefined)	-7
Cc1ccc(Cl)cc1N1CCC(CNC2=NCCCN2)C1 (centres undefined)	5
CCN(CC)CCN(C(=O)c1ccco1)c1nc2c(OC)ccc(Cl)c2s1	-6
CC(C)c1ccc(N2CCN(CC(=O)N3CCC(O)CC3)C2=O)cc1	-5
OC[C@H]1O[C@H](O[C@H]2[C@H](O)[C@@H](O)[C@H](O)O[C@@H]2CO)[C@H](O)[C@@H](O)[C@@H]1O	-2
COCCNC(=O)c1sc(=O)n(Cc2cc(C(C)=O)ccc2OC)c1C	-3
CCOC(=O)C(C#N)=Cc1cc(C)n(C2CCCC2)c1C	-40
Cc1n[nH]c(C)c1S(=O)(=O)Nc1nc2ccccc2nc1N1CCCC1	-8
O=c1c2cnc3nc(-c4ccncc4)nn3c2ccn1CCc1cnc[nH]1	-3

For convenience, some entries already given.
SMILES	mcGAS RapidFire
Cc1n[nH]c(C)c1S(=O)(=O)Nc1nc2ccccc2nc1N1CCCC1	-8
O=c1c2cnc3nc(-c4ccncc4)nn3c2ccn1CCc1cnc[nH]1	-3
